Ins promoter up – MIN6 insulin promoter up-regulation | AID 1625 | MIN6 insulin promoter-GFP reporter, high-content imaging; stronger effect = higher value | 190,000 compounds, 0.3% hits | z-score at 5 µM;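 active = z-score above 3 at 5 µM with at least 500 cells counted in the well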
b-catenin transl – modulators of beta-catenin nuclear translocation; HeLa beta-catenin nuclear translocation, immunofluorescence imaging; nuclear translocation activity, % at 5 µM; 190,000 compounds, 0.3% hits;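 active = nuclear translocation activity above 50% at 5 µM, with a well cell count of 50 or more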;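 also: per-cell ratio of nuclear to cytoplasmic median beta-catenin stain intensity; plate controls were DMSO negative control for no effect and GSK-3 inhibitor IX positive control for full effect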
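System: Human HeLa cells, endogenous beta-catenin | Compound dosing: 5 µM primary, 0.02–20 µM confirmation | Timing: 24 h compound exposure at 37°C, 5% CO2 | Measured by: Fluorescence imaging of beta-catenin antibody stain plus DAPI | Read-out basis: % activation of per-cell nuclear versus cytoplasmic median beta-catenin signal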
Autophagy HCS – alters autophagy in cells; calls only at 10 µM (by protocol); MEF GFP-LC3 puncta imaging; test concentration mostly 10 µM; 190,000 compounds, 0.98% hits;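 active = percentage of spot-positive cells more than 3 SD above its plate mean, without a fluorescence outlier flag or 80% toxicity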;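 also: spot-positive cell cutoff set from DMSO-treated cells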
MT stabilizer – microtubule stabilization, imaging screen; 200,000 compounds, 0.83% hits; HeLa tubulin immunostaining HCS, 24 h; share of cells brighter than vehicle mean+2SD; % tubulin-high responders, % at 10 µM;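 active = plate Z-score above 3 for both tubulin-high and condensed-nucleus cell shares, with cell loss under 80%, at 10 µM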;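 also: anti alpha tubulin signal scored within the nucleus-defined area of each cell; some results filed as inactive read as strong as hits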
P. falciparum M1AAP – P. falciparum M1AAP inhibitors, biochemical, fluorogenic H-Leu-NHMec substrate, 1536-well (AID 1445). recombinant M1AAP, H-Leu-NHMec fluorogenic kinetic assay; higher % means a stronger effect. inhibition, % at 30 µM; hits with a dose series show IC50 in µM. 220,000 compounds, 0.42% hits;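 active = primary inhibition above the hit cutoff, then over 50% inhibition at one or more dose response concentrations, cut at about 23% in these data, passing the limit was not always enough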;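 also: plate controls were DMSO full reaction for no effect and no enzyme background for full effect; strong numbers were not always called active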
UTI89 phage lysis – protection from phage-mediated lysis, alamar blue read-out – E. coli UTI89, K1F phage, bacterial capsule biogenesis inhibitors (AID 488966); 340,000 compounds, 0.02% hits; inhibition, % at 100 µM, or IC50 in µM where a hit was titrated; E. coli UTI89 K1F phage lysis, alamar blue, 2 h; higher % means a stronger effect;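 active = phage lysis inhibition, versus mean bacterial control, above a set limit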;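 also: capsule biogenesis inhibitors block K1F phage lysis so surviving cells raise fluorescence; higher fluorescence means more inhibition of phage lysis; actives were called in the ten point dose series up to 300 µM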
CSM14.1 death rescue – protection against thapsigargin-triggered cell killing – 384-well, CSM14.1, ATP luminescence, primary screen (AID 1222); CSM14.1 thapsigargin-induced death rescue, ATP luminescence; higher % means a stronger effect; 190,000 tested, under 10 active; cellular ATP content (survival), % at 20 µM; hits with a dose series show EC50 in µM;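 active = EC50 below 50 µM in the dose-response confirmation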;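 also: death triggered by thapsigargin at about 15 µM added after 2 h compound pretreatment; cell ATP read after overnight thapsigargin exposure of roughly 18 to 22 hours; normalized against plate controls of thapsigargin alone and 5% DMSO vehicle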
P. falciparum M17LAP – P. falciparum M17LAP inhibitors, primary screen, biochemical, fluorogenic H-Leu-NHMec substrate, 1536-well (AID 1619). recombinant M17LAP, H-Leu-NHMec fluorogenic kinetic assay; higher % means a stronger effect. one-dose inhibition, % at 30 µM; IC50 in µM for titrated hits. 220,000 compounds, 0.38% hits;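 active = compound inhibiting the enzyme by more than half at any dose during confirmatory dose-response retesting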;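 also: plate controls were full reaction with DMSO carrier for no effect and no enzyme background for full effect; strong numbers were not always called active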
Dynein transport – blocks dynein driven cargo transport along microtubules. z-score, hits read low. AID 1381. 3617.4 mouse cells, GR-EGFP nuclear translocation imaging; test concentration mostly 20 µM; stimulated with dexamethasone, 1 µM; stronger effect = lower value. 220,000 compounds, 0.47% hits;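 active = plate z-score of nuclear minus cytoplasmic receptor signal below a set negative limit, without overly bright fluorescence or cell loss, cut at about -3.5 in these data, passing the limit was not always enough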;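 also: z-score of nuclear minus cytoplasmic ring GR-EGFP intensity difference per well; some compounds called inactive have numbers as strong as hits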
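medium = tetracycline-free induction medium containing charcoal-stripped FBS | also added = 1.0 µM final dexamethasone stimulus | schedule = 48 h induction, 1 h compound, 30 min dex at 37 °C | technique = fixed, Hoechst-stained cells imaged at 10x for EGFP | measure = GR-EGFP nuclear translocation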
Dynein transport cytoplasmic EGFP – second read-out of Dynein transport, no call of its own (marks repeat the call); z-score; measured here: cytoplasmic GR-EGFP intensity; stronger effect = higher value
Dynein transport nuclear GR-EGFP – second read-out of Dynein transport, no call of its own (marks repeat the call); z-score; measured here: nuclear GR-EGFP intensity;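 lower value marks the stronger effect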
Dynein transport cell count – second read-out of Dynein transport, no call of its own (marks repeat the call); z-score; measured here: cell count per field
Ins promoter up cell count – second read-out of Ins promoter up, no call of its own (marks repeat the call); cell count; measured here: cytotoxicity, nuclei count;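 total cells summed across four imaged fields per well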
b-catenin transl cell count 5 µM – second read-out of b-catenin transl, no call of its own (marks repeat the call); cell count; measured here: cell count, cytotoxicity flag
MT stabilizer Hoechst-high % – second read-out of MT stabilizer, no call of its own (marks repeat the call); % Hoechst-high responders; measured here: nuclear condensation Hoechst responders;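 share of cells brighter than vehicle mean plus two SD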
MT stabilizer cytotoxicity % – further read-out of MT stabilizer, marked with its call; toxicity, %; measured here: cytotoxicity by cell density;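 0% = mean cell density of plate MIN control wells and 100% = no cells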
Autophagy HCS cell loss 18 h – recorded beside Autophagy HCS, whose call it bears; toxicity, %; measured here: cell loss, nuclei count;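 cell loss after 18 h compound exposure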
Active calls of the source: *; i = inactive; x = not tested or not shown; [ ] = remark or other dose.

Below each compound: Autophagy HCS cell loss 18 h	Ins promoter up cell count	Dynein transport	Dynein transport nuclear GR-EGFP	MT stabilizer Hoechst-high %	MT stabilizer cytotoxicity %	MT stabilizer	P. falciparum M1AAP	Dynein transport cell count	CSM14.1 death rescue	UTI89 phage lysis	b-catenin transl cell count 5 µM	Dynein transport cytoplasmic EGFP	P. falciparum M17LAP	Ins promoter up	Autophagy HCS	b-catenin transl
#1 COc1ccccc1N1CC(O)=C(c2nc3ccccc3s2)C1=N
    0.2	1283	-0.416	-0.349	9.3*	14.3*	17.8*	13.7%	0.482	-1.7%	0.0%	x	-0.23	14.1%	1.92	i	x
#2 COc1ccc(CNCC(O)(c2ccc(Cl)cc2)c2ccc(Cl)cc2)cc1
    4.1	1181	-1.01	0.12	1.4	3.6	1.7	5.3%	1.93	-0.6%	-2.3%	1469	-0.204	-0.2%	0.39	i	-1.6
#3 CCCOc1nc2c(c(=O)n(C)c(=O)n2C)n1CCC
    -4.9	x	-0.0475	0.414	1.9	1.7	1.6	24.2%*	0.675	1.5%	-0.6%	896	-0.204	21.9%	x	i	-3.2
#4 Cc1ccc(-n2c(=O)c3c4c(sc3n(Cc3cc(=O)n5ccccc5n3)c2=O)CCC4)cc1C
    -4.0	1245	-0.106	-0.499	1.8	10.3	3.6	14.8%	0.157	-2.1%	2.0%[50 µM]	x	-0.272	0.5%	-0.22	i	x
#5 CCOC(=O)c1[nH]cnc1C(=O)NC(C)C
    23.5	x	1.67	0.914	2.5	9.3	4.3	3.4%	-0.399	14.6%	0.9%	578	-0.0661	20.2%	x	i	-3.5
#6 C/C(=N\NC(=S)Nc1c(C)cccc1C)c1ccc(OC(F)F)cc1
    22.8	1384	-0.617	-0.554	2.9	5.2	2.5	-2.8%	0.516	-0.3%	0.3%	562	-0.3	14.0%	-0.07	i	-4.2
#7 O=C(Nc1ccc2ccccc2c1)c1cn(-c2ccccc2)nc1-c1cccs1
    -6.1	1633	-0.54	-0.44	1.7	4.3	2.4	11.4%	0.307	-1.4%	-0.1%	1313	0.0374	-8.2%	-1.27	i	0.2
#8 O=C(/C=C/c1ccc(Cl)c([N+](=O)[O-])c1)NCc1cccnc1
    -18.9	x	-0.889	-0.0333	1.6	10.0	2.1	x	-0.149	x	3.6%	x	-0.144	x	x	i	x
#9 CCc1ccccc1NC(=O)CN(C)C(=O)CSc1nnc(Nc2cccc(C)c2C)s1
    10.9	1162	-0.347	-0.512	3.2	6.0	3.8	10.1%	0.735	-1.1%	-0.2%	x	-0.276	8.4%	-0.19	i	x
#10 O=C(COc1ccc(C(=O)O)cc1)Nc1cccc(C(F)(F)F)c1
    -7.7	1684	-0.657	-0.652	0.8	7.5	2.3	-2.3%	0.744	0.3%	0.1%	991	-0.242	28.0%	0.01	i	-0.3
#11 CCCCCN(C(=O)NC(=O)Nc1ccccc1OC)S(C)(=O)=O
    6.8	1060	1.1	0.673	1.7	1.5	1.4	1.5%	-0.642	0.0%	0.4%	1147	-0.184	-4.6%	-0.5	i	1.2
#12 COC(=O)Nc1ccc(S(=O)(=O)N2CCCC(C(=O)Nc3cccnc3)C2)cc1 (stereo unspecified)
    9.2	901	-1.66	-0.831	0.9	11.6	0.6	-2.0%	0.4	0.8%	0.5%	x	0.927	-0.7%	1.2	i	x
#13 COc1cc(/C=N/NC(=O)Cn2cnc3ccccc3c2=O)ccc1O
    x	969	-0.712	-0.593	x	x	x	2.9%	-0.0575	x	0.4%	1285	-0.803	-2.4%	-0.57	x	-0.2
#14 CCn1cc(CNC(=S)Nc2cccc3ccccc23)cn1
    -12.1	1533	1.64	0.814	2.6	10.4	3.3	3.4%	-0.502	-1.6%	0.5%	1010	-0.269	-4.0%	0.09	i	-1.3
#15 CC1(C)CC(=O)C(=Cc2cn(-c3ccccc3)nc2-c2ccc(Cl)cc2)C(=O)C1
    -6.5	1184	-0.838	-0.338	1.7	6.2	1.4	13.1%	0.715	-0.8%	1.8%	1404	-0.27	21.8%	0.79	i	-4.0
#16 O=C(c1nc2ccccn2c1CNCCn1ccc2ccccc21)N1CCOCC1
    x	1118	0.108	0.0704	x	x	x	-1.9%	0.362	x	-0.2%	1356	-0.233	-4.4%	0.19	x	-0.6
#17 CCC(NC(=O)NC1=NCCS1)(C(F)(F)F)C(F)(F)F
    -6.8	800	-1.38	-0.487	2.9	6.4	2.3	13.7%	0.569	4.1%	-1.1%	995	-0.184	-3.0%	-0.58	i	-8.6
#18 CCCCC1=CC2=C(c3ccco3)C(=O)C(C)(OC(=O)c3ccc(OC)cc3)C(=O)C2=CN1C1CCCCC1 (stereo unspecified)
    x	625	-1.58	-0.785	x	x	x	4.8%	1.21	x	0.0%	1100	-0.743	6.6%	0.13	x	-2.4
#19 CCNC(=O)c1sc(=S)n(-c2ccc(C)cc2)c1N
    -8.1	805	0.401	0.357	2.4	5.0	1.6	4.9%	0.142	-0.9%	5.0%	x	-0.327	16.3%	1.07	i	x
#20 CC(C)Oc1ccc(/C(O)=C2/C(=O)C(=O)N(CCN(C)C)C2c2cccs2)cc1 (stereo unspecified)
    -6.7	1324	0.395	-0.0365	2.1	6.8	2.5	5.8%	0.22	-0.4%	4.2%	558	-0.277	18.0%	0.75	i	2.9
#21 Cc1nn(CC(=O)NCc2ccc(-n3cccn3)cc2)c(C)c1[N+](=O)[O-]
    7.0	1327	-0.883	-0.61	3.7	3.2	3.0	-5.9%	0.883	1.0%	3.6%	x	-0.31	-16.0%	0.46	i	x
#22 COC(=O)COc1ccc(-c2ccccc2)cc1C=O
    -3.3	x	0.208	0.216	2.5	8.3	3.0	22.1%	-0.583	-2.5%	-1.2%	537	0.373	9.3%	x	i	0.9
#23 O=C(Cc1ccccc1)N/N=C/C=C/c1ccccc1[N+](=O)[O-]
    x	1471	0.238	0.178	x	x	x	1.8%	0.129	x	x	1208	-0.205	-5.8%	-0.82	x	-4.1
#24 COc1ccc(NC(=O)CSc2nc(NS(=O)(=O)c3ccc(C)cc3)cc(=O)[nH]2)cc1
    -4.0	1050	0.262	0.00925	1.6	8.7	1.5	4.7%	0.45	-0.4%	0.5%	1190	-0.218	48.5%	0.58	i	-4.1
#25 CC(C)c1cc(CNC(=O)CCc2nnc(CCCCc3ccccc3)o2)on1
    x	1003	0.188	0.0876	x	x	x	0.1%	0.578	x	0.3%	1329	-0.176	0.8%	1.01	x	0.4
#26 O=C(CN1CCCCC1)Nc1ccc(S(=O)(=O)N2CCCCCC2)cc1
    -1.0	1220	-0.269	-0.0597	1.1	10.1	1.6	3.6%	0.327	3.1%	3.5%	1123	-0.17	4.2%	0.11	i	3.7
#27 CCC1(C)Cc2nc3[nH]c(=S)n(-c4ccc(C)cc4)c(=O)c3cc2CO1 (stereo unspecified)
    21.1	1054	0.117	0.329	2.0	5.6	4.6	0.7%	-0.325	-0.6%	0.1%	1036	-0.257	-1.2%	0.44	i	-0.8
#28 CS(=O)(=O)NNC(=O)c1cc2cc3ccccc3nc2s1
    1.9	1617	-0.235	-0.116	1.3	4.3	1.2	9.8%	-0.286	-0.4%	1.1%	760	-0.21	-0.7%	-0.38	i	0.9
#29 COc1ccc(C(=O)C2CCCN(C(=O)c3cccnc3SC)C2)c(C)c1 (stereo unspecified)
    -15.2	1411	-0.975	-0.131	x	x	x	4.6%	0.455	0.5%	0.2%	999	0.256	-3.5%	-0.18	i	-0.7
#30 COc1ccc(C(C(=O)NC2CCCC2)N(C(=O)c2ccoc2C)c2cc(C)cc(C)c2)cc1 (stereo unspecified)
    -8.2	1310	1.63	1.49	1.8	6.2	3.5	-5.9%	-1.05	1.7%	5.0%	1390	-0.158	4.8%	-1.25	i	-0.9

(further entries)
Below each compound: Autophagy HCS cell loss 18 h	Ins promoter up cell count	Dynein transport	Dynein transport nuclear GR-EGFP	MT stabilizer Hoechst-high %	MT stabilizer cytotoxicity %	MT stabilizer	P. falciparum M1AAP	Dynein transport cell count	CSM14.1 death rescue	UTI89 phage lysis	b-catenin transl cell count 5 µM	Dynein transport cytoplasmic EGFP	P. falciparum M17LAP	Ins promoter up	Autophagy HCS	b-catenin transl
#31 CCN(CC)C(=O)C1CCCN(Cc2ccc(N(C)C)cc2)C1 (stereo unspecified)
    x	1492	x	x	x	x	x	-3.0%	x	0.5%	0.0%	968	x	6.2%	-1.18	x	-9.6
#32 CCc1c(C(=O)NN2C(=O)C3CCCCC3C2=O)csc1C (stereo unspecified)
    0.5	1366	-0.994	-0.723	2.5	5.5	1.4	4.8%	0.834	-3.1%	10.5%	605	-0.296	16.4%	0.74	i	-0.3
#33 O=C(N/N=C/c1c(Nc2cccc(C(F)(F)F)c2)nc2ccccn2c1=O)c1ccccc1[N+](=O)[O-]
    1.6	1187	-0.0773	0.372	4.3	6.7	2.0	2.6%	-0.316	1.4%	0.0%	1115	-0.248	-2.3%	-0.6	i	3.9
#34 CN(C)C(=O)c1ccc2c(c1[N+](=O)[O-])C(=O)c1ccccc1C2=O
    6.2	1533	0.913	0.361	2.2	5.0	3.2	-4.3%	-0.654	-0.9%	2.3%	1060	-0.198	-3.7%	1.29	i	-1.2
#35 CCOC(=O)N=S(=O)(Oc1ccc([N+](=O)[O-])cc1)c1ccc(Cl)cc1 (stereo unspecified)
    2.3	1282	0.843	0.373	1.1	1.8	2.6	7.8%	-0.0855	-1.8%	0.1%	557	-0.224	2.0%	0.61	i	-2.3

From PubChem BioAssay
